Assay outcomes deposited in PubChem by National Center for Advancing Translational Sciences (NCATS).
Apoferritin bind = candidate novel general anesthetic via apoferritin binding; P02791; apoferritin/1-aminoanthracene competitive binding, fluorescence; Potency, µM (highest dose often 77.5 µM), for the others: at the top dose activity change, negative = displacement, usual class: inhibitors; actives 0.074% (n = 350,000); note: potency is the fitted concentration of half-maximal effect; % is set by controls: 0 for no effect and ±100 for the full control effect; nearly all actives have a fitted effect of over 20% in size
Target sequence (P02791 2-175 limits assumed): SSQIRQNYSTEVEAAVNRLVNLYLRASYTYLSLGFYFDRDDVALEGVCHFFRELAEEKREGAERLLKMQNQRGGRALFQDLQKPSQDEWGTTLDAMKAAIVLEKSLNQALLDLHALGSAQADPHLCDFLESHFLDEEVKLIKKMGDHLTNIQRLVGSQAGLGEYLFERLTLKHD
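Concentration-response curves derived by four-parameter Hill fitting of normalized fluorescence, where compounds displaced 1-AMA from 10 uM horse apoferritin following a brief 10 min room-temperature incubation; propofol titration acted as positive control.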
ERG Ets-DNA blk = inhibitors of human ERG Ets domain-DNA interaction | actives 0.028% (n = 370,000) | Potency, µM (series often up to 76.9 µM), for inactives: at the highest dose FP activity, negative = inhibition, hits mostly inhibitors | fluorescence polarization, His-ERG Ets domain / labelled DNA; active = well fitted inhibition curve with a large enough effect in the polarisation, with a control signal flat; inconclusive = small, poorly fitted or top-dose-only effect, or effect the other way, or a change in a side signal; inactive = no such curve, though single readings can be large or run the other way; the % refers to the polarisation;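 note: polarization taken with two DNA probes labelled with fluorescein and Texas red; potency is the fitted concentration of half-maximal effect; % of control where 0% means no effect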
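His-tagged ERG Ets domain (1 uM in the protein solution; 300mM KCl, 50mM Tris-HCl, 1mM EDTA, 1mM DTT, pH 7.5) received compound, then a probe mix of 5 nM fluorescein-DNA and 100nM Texas-615-DNA. Fluorescence polarization was read for both dyes.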
TRHR agonist = activates the human TRH receptor. P34981. TRHR cells, calcium flux fluo-8, FDSS agonist mode. activation, % at 2 µM. actives 0.18% (n = 360,000). AID 493084; in the data active = activation above about 30%; note: 0% is about no effect
Target sequence (P34981 whole entry, looked up): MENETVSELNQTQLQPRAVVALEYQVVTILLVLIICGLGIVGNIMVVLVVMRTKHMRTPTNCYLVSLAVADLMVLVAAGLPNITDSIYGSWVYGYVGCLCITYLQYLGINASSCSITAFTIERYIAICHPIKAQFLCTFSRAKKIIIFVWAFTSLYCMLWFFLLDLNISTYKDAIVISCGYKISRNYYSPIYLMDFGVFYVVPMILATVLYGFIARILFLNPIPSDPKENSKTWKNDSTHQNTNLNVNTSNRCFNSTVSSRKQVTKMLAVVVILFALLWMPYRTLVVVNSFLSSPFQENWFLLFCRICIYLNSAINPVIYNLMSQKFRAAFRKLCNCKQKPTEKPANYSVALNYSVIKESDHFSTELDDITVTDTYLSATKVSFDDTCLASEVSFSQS
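In this calcium-flux screen, cells bearing human TRHR are dye-loaded with fluo-8, baselined for 10 cycles, then exposed to library compounds; positive kinetic calcium responses during the agonist phase mark hits, with TRH as control.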
BLM helicase inh = inhibitors of human Bloom syndrome helicase BLM. P54132. recombinant BLM DNA unwinding, fluorescence dequenching. Potency, µM (series often up to 56.1 µM), inactives show at the top dose activity change, negative = inhibition, usual class: inhibitors. actives 0.2% (n = 350,000);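 note: potency is the fitted concentration of half-maximal effect; plate controls were vehicle for no effect and no enzyme for full effect; nearly all actives have a fitted effect of over 35% in size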
Pol beta inh = inhibitors of human DNA polymerase beta; Pol beta primer extension/strand displacement, fluorescence kinetic; Potency, µM (series often up to 114 µM), without a hit: top-dose activity change, negative = inhibition, most hits filed as inhibitors; actives 1.3% (n = 340,000); note: potency is the fitted concentration of half-maximal effect; % is set by controls: 0 for no effect and ±100 for the full control effect
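Pol beta (10 nM) was preincubated with compound for 15 min at room temperature. The reaction was then started with 50 nM substrate and read immediately and after a further 10 min at room temperature.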
APEX1 inh = APE1 (human) endonuclease inhibition; Potency, µM (top dose mostly 65.8 µM), inactives show at the highest dose activity change, negative = inhibition, usual class: inhibitors; P27695; actives 0.35% (n = 350,000); recombinant APE1, TAMRA/BHQ-2 abasic DNA cleavage fluorescence;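 note: potency is the fitted concentration of half-maximal effect; plate controls were vehicle for no effect and reference inhibitor for full effect; nearly all actives have a fitted effect of over 55% in size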
Target sequence (P27695 whole entry, looked up): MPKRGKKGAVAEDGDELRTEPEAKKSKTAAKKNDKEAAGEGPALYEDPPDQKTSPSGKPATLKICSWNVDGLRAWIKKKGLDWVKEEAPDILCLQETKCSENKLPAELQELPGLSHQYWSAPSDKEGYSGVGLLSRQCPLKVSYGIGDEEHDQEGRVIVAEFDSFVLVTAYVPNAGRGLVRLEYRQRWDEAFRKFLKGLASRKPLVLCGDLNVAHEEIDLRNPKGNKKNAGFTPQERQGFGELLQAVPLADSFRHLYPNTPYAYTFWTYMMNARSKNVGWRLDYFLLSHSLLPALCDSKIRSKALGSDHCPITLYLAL
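Substrate: short duplex with […] THF abasic site, 5'-TAMRA and 3'-BHQ-2, 50 nM final. APE1 at 0.75 nM, preincubated 15 min RT with compound. Fluorescence increase from first to third read measured activity.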
POLI inh = inhibitors of human DNA polymerase iota; Q9UNA4; AID 588590; actives 1% (n = 390,000); Potency, µM (top dose mostly 115 µM), for the others: top-dose activity, negative = inhibition, actives largely listed as inhibitors; Pol iota fluorescent replication assay, 10 min; note: potency is the fitted concentration of half-maximal effect
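Pol iota at 10 nM preincubated 15 min with compounds at room temperature; reaction started with fluorescent substrate, 50 nM final. Fluorescence read kinetically at 0 and 10 min; buffer-only wells as negative control.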
12-LOX inh = blocks human arachidonate 12S-lipoxygenase; P18054; purified 12hLO, xylenol orange hydroperoxide absorbance; Potency, µM (titrated, usually from 108 µM), for inactives: top-dose activity change, negative = inhibition, actives largely listed as inhibitors; actives 1.1% (n = 580,000); AID 1671190; note: potency is the fitted concentration of half-maximal effect; % is set by controls: 0 for no effect and ±100 for the full control effect
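Purified human 12hLO (150 nM final) in 25 mM Hepes, 0.01% Triton X-100, pH 7.0 was preincubated 15 min at room temperature with compound. Then 40 uM arachidonic acid was added, 30 min. Hydroperoxide was read by Fe-XO absorbance ratio 573/405 nm.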
POLK inh = inhibitors of human DNA polymerase kappa; Q9UBT6; purified Pol kappa, fluorescent DNA synthesis assay, 10 min; Potency, µM (titrated, usually from 107 µM), for inactives: at the top dose activity, negative = inhibition, usual class: inhibitors; actives 0.53% (n = 400,000); note: potency is the fitted concentration of half-maximal effect; % is set by controls: 0 for no effect and ±100 for the full control effect
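10 nM Pol kappa was preincubated with compounds for 15 min at room temperature. Reaction started with 50 nM (final) substrate. Fluorescence read kinetically at 0 and 10 min.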
Active calls of the source: *; ? = inconclusive; . = no result given; & = joins results of further samples; [ ] = another dose, or the depositor's remark. Unless noted, calls come from the whole dose curve; as a rule, active = well fitted curve in the direction sought with a large enough effect; inconclusive = small, poorly fitted or top-dose-only effect, or another doubt; inactive = no such curve, though single readings can be large; an effect the other way counts as inactive or inconclusive.

SMILES	Apoferritin bind	ERG Ets-DNA blk	TRHR agonist	BLM helicase inh	Pol beta inh	APEX1 inh	POLI inh	12-LOX inh	POLK inh
CCOc1ccc(C2NC(=O)c3c(COC)cc(C)nc3N2Cc2ccccc2)cc1OC (stereo not drawn)	3%	-3%	1.6	-2%	9%	.	59%[activator]	-9%	4%
CCc1ccc(NC(=O)Cn2c(=O)ccc3cc(S(=O)(=O)N4CCCC4)ccc32)cc1	-11%	1%	-0.4	0%	7%	.	18%	-13%	-2%[60.1 µM]
O=C1CSC(c2ccc([N+](=O)[O-])cc2)N1c1ccccc1F (stereo not drawn)	-9%	4%	-0.9	-2%	6%	17%	17%	53%[activator]	-7%
CCCCCCCC(=O)Oc1ccc(C(=O)Nc2cc(C)on2)cc1	-7%	-4%	0.7	3%	21%	-8%	-15%	-3%	-5%
CCC(C)[C@@H](C(=O)NCC1CCC(C(=O)O)CC1)n1nnc2ccccc2c1=O (stereo partly drawn)	-4%	-5%	0.7	1%	3%	0%	23%	19%	0%
CCc1ccc(NC(=S)N(Cc2cccnc2)Cc2ccco2)cc1	-12%	19%	-0.5	-4%	-1%	6%	-6%	8%	-7%
O=S(=O)(c1ccccc1Br)N(Cc1ccccc1)Cc1ccco1	-3%	.	.	-4%	.	?	-12%	.	-6%
COc1ccc([N+](=O)[O-])cc1C(=O)Nc1ccc(OCC(=O)N2CCOCC2)cc1	-6%	7%	0.1	1%	15%	-3%	1%	-2%	-1%
Cc1sc2nc(C3CC3)nc(N3CCN(C(=O)c4ccc(Cl)cc4)CC3)c2c1C	6%	30%[activator]	0.0	-11%	23%	-6%	80%[activator]	25µM*	-9%
COc1cccc(Cc2nc3ccccc3nc2SCC(=O)NCc2ccc(C)cc2)c1	-3%	-3%	1.6	0%	-1%	.	18%	-22%	2%[60.1 µM]
CCc1ccc(C(=O)COC(=O)C2CCN(c3ccc(C(F)(F)F)cn3)CC2)cc1	.	3%	1.4	.	.	-9%	23%	-6%	4%
O=C(NCc1ccc(F)cc1)NC(=O)c1ccc(Cl)cc1	-13%	-9%	1.1	-14%	24%	-6%	-1%	0%	-3%
Cc1ccccc1C(=O)Nc1ccc(S(=O)(=O)N2CCCC2)cc1	-9%	8%	-0.4	-3%	28%	-12%	26%	-7%	-13%
Cc1ccc(CNC(=O)C2CCCN(Cc3nc(-c4cccc(C)c4)oc3C)C2)cc1 (stereo not drawn)	51%[activator]	1%	0.0	2%	8%	.	?	?	?
CNS(=O)(=O)/C=C/c1ccccc1	-7%	6%	-0.1	1%	13%	1%	183%[activator]	-18%	-4%
COCCCNC(=O)C1CCC(Cn2c(=O)c3sccc3n(Cc3ccc(F)cc3)c2=O)CC1 (stereo not drawn)	-9%	-7%	-0.1	2%	1%	.	6%	-5%	0%
Cc1c(NC(=O)C(C)OC(=O)c2cccnc2Cl)c(=O)n(-c2ccccc2)n1C (stereo not drawn)	.	-4%	0.2	.	.	10%	79µM*	167%[activator]	5%
O=c1c2[nH]c3ccccc3c2nc(SCc2ccccc2F)n1-c1ccc(F)cc1	-9%	-5%	-0.3	-2%	0%	.	5%	-3%	0%[60.1 µM]
CC(C)NCC(O)COc1ccc(COCCOC(C)C)cc1 (stereo not drawn)	-11%	0%	.	2%&1%	-2%[57.1 µM]	6%&-2%	-6%	0%	3%[60.1 µM]
CCS(=O)(=O)c1ccc2c(c1)N(S(C)(=O)=O)CC(C(=O)NCc1ccccc1OC)O2 (stereo not drawn)	-6%	-4%	-0.6	-8%	15%	0%	3%	0%	3%
Cc1cc(SCCOc2ccccc2)nc(N)n1	-17%	-6%	-0.2	-5%	0%	-2%	-10%	0%	-3%
O=c1c2ccccc2[nH]c2ccccc12	216%[activator]	5%	0.2	-2%	-29%	-2%	-14%	-3%	-3%
COc1ccc(OC)c(CN2CCN(C(=O)CCNC(=O)c3ccc(Br)cc3)CC2)c1	.	-5%	1.1	.	.	3%	5%	4%	-17%
CC1CC(=O)Nc2ccccc2N1C(=O)Nc1ccc(F)cc1F (stereo not drawn)	-1%	1%	0.3	-1%	0%	0%	44%[activator]	43%[activator]	2%
NC(=O)c1ccccc1OCC(=O)c1ccc(Cl)cc1	-10%	-6%	-1.4	-3%	17%	7%	-10%	-5%	-5%

Continued, overlapping the part above by 5 compounds.
SMILES	Apoferritin bind	ERG Ets-DNA blk	TRHR agonist	BLM helicase inh	Pol beta inh	APEX1 inh	POLI inh	12-LOX inh	POLK inh
Cc1cc(SCCOc2ccccc2)nc(N)n1	-17%	-6%	-0.2	-5%	0%	-2%	-10%	0%	-3%
O=c1c2ccccc2[nH]c2ccccc12	216%[activator]	5%	0.2	-2%	-29%	-2%	-14%	-3%	-3%
COc1ccc(OC)c(CN2CCN(C(=O)CCNC(=O)c3ccc(Br)cc3)CC2)c1	.	-5%	1.1	.	.	3%	5%	4%	-17%
CC1CC(=O)Nc2ccccc2N1C(=O)Nc1ccc(F)cc1F (stereo not drawn)	-1%	1%	0.3	-1%	0%	0%	44%[activator]	43%[activator]	2%
NC(=O)c1ccccc1OCC(=O)c1ccc(Cl)cc1	-10%	-6%	-1.4	-3%	17%	7%	-10%	-5%	-5%
CN(C)Cc1cc(CCNC(=O)c2ccc(Cl)cc2)ccc1O	-6%	-4%	-0.8	-12%	5%	2%	-12%	?	-2%
O=C(Nc1nc2ccccc2[nH]1)c1cccc(S(=O)(=O)N2CCOCC2)c1	-15%	10%	-0.1	1%	3%	32%[activator]	-2%	19%	-3%
COC(=O)c1c(C)oc(C)c1S(=O)(=O)Nc1ccc(C(C)C)cc1	13%	-1%	-0.9	-20%	-7%	5%	-2%	0%	-2%
CCc1ccc(-n2c(SCc3ccccc3C)nc3[nH]ncc3c2=O)cc1	?	-3%	0.6	-9%	-29%	.	-21%	5%	-15%[60.1 µM]
CC1CCCC(NC2CCCCNC2=O)C1 (stereo not drawn)	-9%	1%	-0.5	-1%	15%	-1%	12%	0%	-5%
O=C(CN1C(=O)COc2ccccc21)N(Cc1cccnc1)Cc1ccccc1F	-5%	3%	0.3	0%	2%	-1%	-1%	23%	-8%
COc1ccc(-c2c(C)nn3c(N4CCC(C(=O)NCCC(C)C)CC4)cc(C)nc23)cc1OC	2%	3%	0.4	-7%	23%	.	48%[activator]	-18%	3%
O=C(CSc1nc2ccccc2c(=O)n1CCCN1CCOCC1)Nc1ccc(Br)cc1	.	-4%	.	.	.	3%	11%	?	4%
Cc1cccc(C2Nc3ccccc3C(=O)N2NC(=O)c2ccc([N+](=O)[O-])cc2)n1 (stereo not drawn)	-14%	-9%	-0.3	4%	29%	0%	22%	-7%	-10%
Cc1cc(=O)n2nc(N3CCC(C(=O)NC(C)c4ccccc4)CC3)sc2n1 (stereo not drawn)	-18%	3%	0.0	-3%	1%	-6%	18%	0%	-11%
COc1ccccc1S(=O)(=O)Cc1ccc(C(=O)NCc2ccc(Cl)cc2)o1	-18%	-1%	-0.2	-1%	-2%	.	27%	-28%	-21%
COc1cccc(/C=N/n2c(N)nc3ccccc32)c1OC	46%[activator]	.	-0.2	-5%	2%	-9%	4%	5%	-9%
COc1cccc(CNC(=O)C(c2ccc(Cl)cc2)C(C)C)c1 (stereo not drawn)	-2%	0%	0.8	-2%	17%	2%	32%[activator]	2%	-9%
Fc1cccc(F)c1/C=N/N1CCOCC1	-8%	-5%	0.4	-1%	?	-6%	105%[activator]	-8%	-5%
N#C/C(=C\N1CCOCC1)S(=O)(=O)c1ccc(Cl)cc1	2%	4%	0.3	-2%	0%	-1%	92%[activator]	120%[activator]	-14%
Cc1ccc(C)c(OCCCCN2CCNCC2)c1C	-7%	4%	1.0	-1%	9%	30%	25%	1%	5%
CN(C)c1cncc(C(=O)O)c1	1%	7%	0.3	-16%	32%	17%	14%	1%	0%
O=C(Nc1nccs1)C1CC(=O)N(c2ccc(F)cc2)C1 (stereo not drawn)	0%	19%	1.1	2%	9%	1%	3%	19%	-5%
COc1ccc(CNC(=O)CN(Cc2ccco2)C(=O)CCC(=O)Nc2ccccn2)cc1	3%	20%	0.9	0%	60%	-12%	43%[activator]	2%	6%
COc1ccccc1-c1cc(C(=O)N2CCc3ccccc3C2)c2ccccc2n1	?	.	-0.5	-14%	29%	-2%	.	.	.
CCOC(=O)c1c(C)oc2nc(C)nc(N3CCN(c4ccccc4F)CC3)c12	-4%	-11%	-0.6	-1%	19%	.	12%	-7%	5%
CC(C)n1c(N2CCN(S(=O)(=O)c3cccc([N+](=O)[O-])c3)CC2)nc2ccccc21	-17%	12%	-0.6	-2%	18%	-4%	5%	-1%	-8%
CCOCc1cn(CC(=O)c2ccc([N+](=O)[O-])cc2)c(C)nc1=N	-11%	12%	0.4	2%	-7%	2%	0%	9%	9%
O=C1N=C(N2CCCC2)CN1c1ccccc1	5%	0%	-0.4	0%	7%	9%	-10%	-3%	2%
CN(C)c1ccc(C(=O)OCC(=O)NC2CCCCC2)cc1	-15%	4%	-0.3	-9%	5%	-2%	-2%	?	-4%
COC(=O)/C(=C\C(=O)c1ccc([N+](=O)[O-])cc1)Nc1ccc(OC)cc1	1%	6%	0.2	-12%	1%	5%	?	?	-9%
Cc1ccc(C)c(OC(=O)C2CSC3(C)CCC(=O)N23)c1C (stereo not drawn)	.	15%	-0.2	.	.	5%	-6%	272%[activator]	-16%
O=S(=O)(c1ccc(-n2cnnn2)cc1)N(C1CCCCC1)C1CCCCC1	-16%	0%	0.6	0%	?	3%	-5%	-3%	1%
CCOc1ccc(C(C)NC(=O)C2CCN(S(=O)(=O)c3ccc(OC)cc3)CC2)cc1OCC (stereo not drawn)	.	-3%	.	.	.	.	16%	190%[activator]	-5%

Some of the compounds tested; rates above refer to the full screens.
